Bioassay records (PubChem BioAssay)
M5 PAM: human M5 muscarinic receptor positive allosteric modulators, primary screen, CHO-K1 cells, Fluo-8 calcium fluorescence. CHO-K1 hM5, ACh EC20 PAM; 0% = ACh EC20, 100% = ACh EC100. activation, % at 3 µM. 0.3% of 360,000 active. AID 624038, 2012;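 active = activation above the run cutoff, the mean activation of all test compounds plus 3 SD, cut at about 18% in these data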
Target sequence (P08912 whole entry, looked up): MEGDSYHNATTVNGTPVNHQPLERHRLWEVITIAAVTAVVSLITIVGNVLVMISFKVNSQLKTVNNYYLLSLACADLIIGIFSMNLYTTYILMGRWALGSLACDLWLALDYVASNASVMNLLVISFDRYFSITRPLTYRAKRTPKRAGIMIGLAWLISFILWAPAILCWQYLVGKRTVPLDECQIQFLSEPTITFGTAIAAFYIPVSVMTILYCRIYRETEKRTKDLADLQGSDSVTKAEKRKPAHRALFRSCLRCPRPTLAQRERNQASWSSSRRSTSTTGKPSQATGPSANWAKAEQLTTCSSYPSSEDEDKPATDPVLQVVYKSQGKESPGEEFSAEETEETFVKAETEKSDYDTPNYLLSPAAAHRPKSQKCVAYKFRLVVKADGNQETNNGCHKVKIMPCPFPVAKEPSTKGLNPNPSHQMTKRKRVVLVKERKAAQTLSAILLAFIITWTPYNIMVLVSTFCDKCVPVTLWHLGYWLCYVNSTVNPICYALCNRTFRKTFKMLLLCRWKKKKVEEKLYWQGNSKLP
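system = human M5 receptor in CHO-K1 cells | reagent = EC20 acetylcholine as agonist stimulus | compound dosing = single-point, 3 µM nominal | incubation = Fluo-8 loading 80 min at 37 °C plus 30 min room temperature | detection = Fluo-8 calcium dye fluorescence, kinetic read | benchmarks = low control EC20 acetylcholine (0%), high control EC100 acetylcholine (100%)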
M4 ag: human M4 muscarinic receptor agonists, primary screen, CHO-K1 cells, Fluo-8 calcium fluorescence. Muscarinic acetylcholine receptor M4 (Homo sapiens), P08173. CHO-K1 hM4/Gqi5; vehicle 0%, full acetylcholine response 100%. activation, % at 3 µM. 0.14% of 360,000 active;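 active = activation above the run mean over all test wells plus 3 SD, cut at about 32% in these data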;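 note: peak over basal fluorescence ratio per well then scaled between controls; 0% = DMSO wells and 100% = acetylcholine at EC100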
CHRM1 PAM: human M1 muscarinic receptor positive allosteric modulators, primary screen, CHO-K1 cells, Fluo-8 calcium fluorescence, 1536-well; Muscarinic acetylcholine receptor M1 (Homo sapiens), P11229; CHO-K1 hM1, ACh EC20; 0% = ACh EC20, 100% = maximal ACh; activation, % at 3 µM; 0.088% of 360,000 active; AID 588819, 2011; in the data active = activation above about 19%, passing the limit was not always enough
Target sequence (P11229 whole entry, looked up): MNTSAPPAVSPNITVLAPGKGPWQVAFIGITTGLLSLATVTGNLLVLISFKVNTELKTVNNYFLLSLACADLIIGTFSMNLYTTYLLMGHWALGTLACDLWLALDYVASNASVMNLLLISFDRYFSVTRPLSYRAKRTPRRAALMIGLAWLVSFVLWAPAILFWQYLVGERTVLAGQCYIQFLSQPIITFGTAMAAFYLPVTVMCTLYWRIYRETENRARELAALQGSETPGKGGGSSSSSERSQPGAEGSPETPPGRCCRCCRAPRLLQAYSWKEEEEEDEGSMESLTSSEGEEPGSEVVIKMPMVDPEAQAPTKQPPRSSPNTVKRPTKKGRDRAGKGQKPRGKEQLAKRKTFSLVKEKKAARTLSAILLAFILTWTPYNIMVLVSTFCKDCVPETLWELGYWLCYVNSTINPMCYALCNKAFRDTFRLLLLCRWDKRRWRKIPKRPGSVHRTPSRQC
CHRM1 antagonist: human M1 muscarinic receptor antagonists, primary screen, CHO-K1 cells, Fluo-8 calcium fluorescence, 1536-well; inhibition, % at 3 µM; Muscarinic acetylcholine receptor M1 (Homo sapiens), P11229; 1.3% of 360,000 active; AID 588852, 2011; CHO-K1 hM1, ACh EC80 antagonist;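 active = percent inhibition above its own plate's cutoff, namely the mean of that plate's compound wells plus 3 SD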;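 note: peak over basal fluorescence ratio during 140 s after agonist addition; 0% = ACh EC80 plus DMSO and 100% = DMSO alone without agonist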
M5 antag: human M5 muscarinic receptor antagonists, primary screen, CHO cells, Fluo-8 calcium fluorescence. AID 624040, 2012. inhibition, % at 3 µM. CHO-hM5 cells, ACh EC80. 0.59% of 360,000 active;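 active = inhibition above a per-plate cutoff, the mean of that plate's test compounds plus 3 SD, cut at about 27% in these data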;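 note: 0% = acetylcholine EC80 with DMSO and 100% = DMSO without agonist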
CRFBP-R2 agonist: agonists of CRF-BP/CRF-R2 complex, primary screen, cell-based, HEK293, calcium dye fluorescence, uHTS; calcium dye fluorescence (FLIPR); percent of saturating CRF peptide response; AID 588473, 2011; 0.46% of 350,000 active; activation, % at 13.2 µM; CRF-binding protein / CRF receptor 2 complex (human);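 active = activation of at least 50%, plus an integration ratio under a set limit after plate pattern correction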;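 note: plate controls were neutral control wells without compound for no effect and CRF at EC100 for full effect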
CHRM5 agonist: human M5 muscarinic receptor agonists, primary screen, CHO-K1 cells, Fluo-8 calcium fluorescence; CHO-K1 hM5 cells; 0% DMSO wells, 100% maximal acetylcholine response; activation, % at 3 µM; Muscarinic acetylcholine receptor M5 (Homo sapiens), P08912; 0.19% of 360,000 active; AID 624037, 2012;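 active = activation above the run's mean over test compounds plus 3 SD, cut at about 23% in these data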;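 note: signal is peak over basal fluorescence ratio across the kinetic read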
M4 antag: human M4 muscarinic receptor antagonists, primary screen, CHO cells, Fluo-8 calcium fluorescence; AID 624125, 2012; 0.73% of 360,000 active; CHO-hM4 cells, ACh EC80; inhibition, % at 3 µM;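 active = inhibition above its plate's cutoff, the mean inhibition of sample wells plus 3 SD, cut at about 27% in these data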;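 note: 0% = acetylcholine EC80 with DMSO and 100% = DMSO without agonist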
CHRM4 PAM: human M4 muscarinic receptor positive allosteric modulators, primary screen, CHO-K1 cells, Fluo-8 calcium fluorescence | Muscarinic acetylcholine receptor M4 (Homo sapiens), P08173 | activation, % at 3 µM | 0.4% of 360,000 active | CHO-K1 hM4/Gqi5, ACh EC20; 0% = ACh EC20, 100% = maximal ACh;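 active = activation above its plate's cutoff, the mean activation of sample wells plus 3 SD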; note: some results filed as inactive read as strong as hits
Numbers without * were called inactive; x = not tested or not shown. Rows were taken by chance (roughly 2.8% active in at least one column).

M5 PAM,M4 ag,CHRM1 PAM,CHRM1 antagonist,M5 antag,CRFBP-R2 agonist,CHRM5 agonist,M4 antag,CHRM4 PAM,smiles
2,-2,3,-11,-4,1.0,-5,3,2,O=C(Cc1ccccc1)Nc1ccccc1Oc1ccccc1
-5,3,12,-12,3,-0.7,-3,-8,7,Cc1ccc(N(C)C(=O)N2CCN(c3ccccn3)CC2)cc1
-7,6,-1,-4,14,-0.5,5,-3,-5,CC1CCCC(C)N1C(=O)c1ccc(CS(=O)(=O)c2ccccc2)cc1 (stereo unspecified)
-2,1,2,-5,-3,0.3,0,-8,7,O=c1n(Cc2ccc(Cl)cc2)c2sc3c(c2c2ncnn12)CCCC3
2,2,-13,3,-7,2.9,-3,2,-10,CC1CCCN(CC(=O)Nc2ccc(S(=O)(=O)N3CCCCCC3)cc2)C1 (stereo unspecified)
-20,8,-24,30,14,7.5,1,1,-9,O=C(/C=C/C(Cl)(Cl)Cl)Nc1ccc(Cl)cc1
8,1,10,-5,-6,-0.9,1,4,-5,Nc1nnc(-c2cccc(F)c2)s1
-3,3,-2,10,13,0.1,-3,20,-5,Cc1cccc(C)c1NC(=O)Cn1c(=O)c2cccn2c2ccccc21
1,0,5,-7,2,x,1,-3,2,CS(=O)(=O)N1CCCCC1c1cc(C(=O)NCc2ccc(F)cc2)no1 (stereo unspecified)
2,1,7,-11,4,1.2,-7,-9,1,O=C(Nc1ccc(N2CCCC2)cc1)c1ccc(Cl)cc1Cl
-15,8,5,-13,18,1.4,3,1,1,COC(=O)c1cnc(N)s1
4,-1,-8,7,2,-1.9,-14,1,-24,Cc1cccc(CN2CCC(CNC(=O)CSc3cc(=O)n(C)c4cc(Cl)ccc34)CC2)c1
-9,-2,1,-3,2,2.0,-8,-3,-13,Cc1ccc2oc(=O)cc(/C=C/c3ccccc3)c2c1
-6,4,4,-4,3,1.2,4,-5,-2,Nc1c(Cl)cc(C2=NCCn3c2c2ccc(C(F)(F)F)cc2[n+]3[O-])cc1Cl
1,0,10,-18,-5,-1.4,-1,-16,1,CCOc1cc(-c2nc(-c3ccncc3)no2)cc(OCC)c1OCC
-2,2,-10,16,2,-1.0,-16,-22,-5,Fc1ccccc1Cc1noc(CN2CCN(Cc3ccc4c(c3)OCO4)CC2)n1
1,3,-2,0,0,1.1,1,-15,8,COc1ccc(N=C2SC(C(N)=O)CC(=O)N2Cc2ccc3c(c2)OCO3)cc1 (stereo unspecified)
4,0,3,-1,-7,3.5,2,10,5,COC(=O)C1=C(C)NC(=O)/C1=C\c1cc(C)n(-c2cc(C)cc(C)c2)c1C
-4,1,4,-7,4,0.0,-1,-20,3,CCCc1nnc(NC(=O)c2cc3ccccc3o2)s1
-1,1,8,-21,10,-0.4,0,0,1,COc1c(F)cccc1C1=CC(=O)C[C@H](c2ccc(F)cc2)C1
-2,0,1,7,12,1.6,-3,6,-4,S=C(Nc1ccccc1Cl)NC1CCC(NC(=S)Nc2ccccc2Cl)CC1 (stereo unspecified)
-8,0,-1,2,15,-0.4,-2,-6,-1,CCc1nnc(NC(=O)CSc2nc(N)c(NC(=O)c3ccc(OC)cc3)c(=O)[nH]2)s1
-1,1,-4,16,-2,7.1,1,-1,-3,O=C(Nc1cccc(Cl)c1Cl)c1ccc(-c2ccccc2)cc1
13,0,13,-21,1,0.1,5,0,-2,Cc1cc(C)nc(OC(C(=O)O)C(OCc2ccccc2)(c2ccccc2)c2ccccc2)n1 (stereo unspecified)
0,1,0,-7,4,3.5,-2,17,-8,CCCOC(=O)c1ccc(NC(=O)c2cc(OC)c(OC)c(OC)c2Br)cc1
-1,0,7,-17,6,-0.2,-3,-6,-1,COc1ccc(OC)c(NC(=O)CCCc2ccccc2)c1
-8,2,-4,0,18,0.2,-6,11,-2,Cc1ccc(CN(C)C(=O)CN2C(=O)NC(c3ccccc3)(c3ccccc3)C2=O)c(C)c1
8,1,4,-13,-7,-0.2,6,7,-2,Cc1nc(NCCc2ccccc2)c2nnn(Cc3ccccc3Cl)c2n1
4,4,2,-21,0,0.5,3,-6,10,Cc1ccc(C(=O)NCC(=O)Nc2ccncc2)cc1
-5,-1,17,-19,18,-0.4,-2,-11,-1,CCC(=O)N(CCC(c1ccc(C)cc1)c1ccco1)Cc1ccco1 (stereo unspecified)

Complete entries as entered above.
CC1CCCN(CC(=O)Nc2ccc(S(=O)(=O)N3CCCCCC3)cc2)C1 (stereo unspecified) is listed with M5 PAM = 2; M4 ag = 2; CHRM1 PAM = -13; CHRM1 antagonist = 3; M5 antag = -7; CRFBP-R2 agonist = 2.9; CHRM5 agonist = -3; M4 antag = 2; CHRM4 PAM = -10
Nc1c(Cl)cc(C2=NCCn3c2c2ccc(C(F)(F)F)cc2[n+]3[O-])cc1Cl is listed with M5 PAM = -6; M4 ag = 4; CHRM1 PAM = 4; CHRM1 antagonist = -4; M5 antag = 3; CRFBP-R2 agonist = 1.2; CHRM5 agonist = 4; M4 antag = -5; CHRM4 PAM = -2

The results go on:
M5 PAM,M4 ag,CHRM1 PAM,CHRM1 antagonist,M5 antag,CRFBP-R2 agonist,CHRM5 agonist,M4 antag,CHRM4 PAM,smiles
3,-1,8,-8,-4,-0.8,-1,-6,0,C/C(=N\Nc1nc2ccccc2s1)c1cccs1
-3,3,2,-6,9,-1.2,-3,-3,-1,O=c1[nH]nc(-c2ccc(NCCCO)c([N+](=O)[O-])c2)c2ccccc12
1,2,14,-10,0,-0.8,0,5,3,O=C(NCCCn1ccnc1)C(=O)NCC1OCCN1S(=O)(=O)c1ccccc1 (stereo unspecified)
1,-1,13,-14,11,-1.7,-2,2,8,CCCN1CCN(CCNC(=O)Nc2cc(C)ccc2C)CC1
-3,1,5,-10,10,-1.4,-1,6,-1,CSc1ncccc1C(=O)OCC(=O)NC1CCC(C)CC1 (stereo unspecified)
8,1,7,-10,-8,-2.8,2,4,7,O=S(=O)(Nc1ncccn1)c1ccc(Nc2ncnc3ccccc23)cc1
-9,3,-3,3,7,2.4,0,-3,-1,O=C(CSc1ccc(-c2ccccc2)nn1)c1ccccc1
-1,0,-4,11,8,-0.1,2,-4,3,CCOC(=O)N1CCN(S(=O)(=O)CCNC(=O)c2ccc(F)cc2)CC1
6,6,12,-12,-4,0.0,0,-11,26*,CCOCC(=O)Nc1ccccc1C(=O)O
8,2,12,-8,5,-1.8,1,1,15,C#CCNC(=O)C1=C[C@@H](c2coc3ccccc3c2=O)C[C@@H](OCCCCO)O1

Given with tabs: 6 of the compounds above.
SMILES	M5 PAM	M4 ag	CHRM1 PAM	CHRM1 antagonist	M5 antag	CRFBP-R2 agonist	CHRM5 agonist	M4 antag	CHRM4 PAM
C/C(=N\Nc1nc2ccccc2s1)c1cccs1	3	-1	8	-8	-4	-0.8	-1	-6	0
CSc1ncccc1C(=O)OCC(=O)NC1CCC(C)CC1 (stereo unspecified)	-3	1	5	-10	10	-1.4	-1	6	-1
O=C(NCCCn1ccnc1)C(=O)NCC1OCCN1S(=O)(=O)c1ccccc1 (stereo unspecified)	1	2	14	-10	0	-0.8	0	5	3
O=C(CSc1ccc(-c2ccccc2)nn1)c1ccccc1	-9	3	-3	3	7	2.4	0	-3	-1
CCCN1CCN(CCNC(=O)Nc2cc(C)ccc2C)CC1	1	-1	13	-14	11	-1.7	-2	2	8
C#CCNC(=O)C1=C[C@@H](c2coc3ccccc3c2=O)C[C@@H](OCCCCO)O1	8	2	12	-8	5	-1.8	1	1	15

The results go on:
M5 PAM,M4 ag,CHRM1 PAM,CHRM1 antagonist,M5 antag,CRFBP-R2 agonist,CHRM5 agonist,M4 antag,CHRM4 PAM,smiles
2,1,7,-10,9,-2.4,-3,2,-9,CSc1nnc2ccc(-c3cccs3)nn12
-5,1,0,-1,2,0.1,-1,14,-9,Fc1ccc(-n2[nH]nnc2=S)cc1N1CCCC1
-4,1,12,-13,11,-1.5,-2,-7,7,CCC(C)Nc1nc2ccccc2n2c(C)nnc12 (stereo unspecified)
3,1,-3,11,0,1.1,1,4,1,CN(C(=O)c1cccc(Br)c1)C1CCS(=O)(=O)C1 (stereo unspecified)
14,4,6,0,2,1.2,-4,-13,-4,Cc1ccc(NC(=O)c2ccccc2F)cc1S(=O)(=O)N1CCCCCC1
-10,4,4,-6,27*,5.4,-3,-12,7,Cc1ccc(N2C(=O)[C@@H]3[C@H](C2=O)C2c4ccccc4C=NN2[C@@H]3C(=O)c2ccc(Cl)cc2)cc1 (stereo partly specified)
-1,1,3,-1,-7,-0.9,-2,-18,21,S=C(NCc1ccc2c(c1)OCO2)NCc1ccc2c(c1)OCO2
5,3,9,-4,5,-0.1,-2,-7,5,O=C(CCc1nnc(CCCCc2ccccc2)o1)NCCCc1cccnc1
-3,-1,-1,-4,2,-1.0,-2,6,-7,CC1=C(C(=O)OCc2ccccc2)C(c2ccc(C)cc2)NC(=O)N1 (stereo unspecified)
-5,6,0,-1,10,-1.3,2,-5,-3,O=C(Nc1ccc(C(F)(F)F)cc1)c1ccc(NC(=O)C2CCCO2)cc1 (stereo unspecified)
-16,14,-3,7,3,3.0,2,-11,-4,c1coc(CNc2nc3nonc3nc2NCc2ccco2)c1
-2,8,7,-4,2,-1.0,1,5,-8,O=C(c1cccc(S(=O)(=O)N2CCOCC2)c1)N(Cc1ccc(F)cc1)Cc1ccco1
3,1,2,8,-4,-0.4,-3,-8,14,CCN1C(=O)C2(C(C#N)=C(N)Oc3n[nH]c(-c4ccc(Cl)cc4)c32)c2ccccc21 (stereo unspecified)
1,0,-1,6,1,-0.7,1,-3,-2,Cc1cc(NC(=O)Nc2cccc(Cl)c2)n(C(C)(C)C)n1
6,3,10,-13,-11,-0.7,3,-6,7,COC(=O)c1ccc(NC(=O)COC(=O)C2CC(=O)N(Cc3ccccc3)C2)cc1 (stereo unspecified)
-1,0,12,-10,2,-0.6,-1,-1,3,Nc1ccc(-c2nc3cc(N)ccc3n2CCO)cc1
